Screening data: PubChem BioAssay, several laboratories
Rv3671c inh = inhibits the M. tuberculosis serine protease Rv3671c; P9WHR9; inhibition, % at 5.96 µM; hit rate 0.048% among 320,000; AID 2606; in the data active means inhibition above about 38%;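 further: extracellular domain of Rv3671c used as enzyme; 0% = enzyme with DMSO and 100% = no enzyme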
GDH-TPI inh = counter-screen for M. tuberculosis FBA inhibitors: GDH-TPI coupled enzymes; GDH-TPI coupled enzyme counterscreen, NADH absorbance; inhibition, % at 4.8 µM; hit rate 1.2% among 360,000; AID 588335; in the data active means inhibition above about 30%;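 further: 0% = DMSO wells and 100% = wells lacking the enzyme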
Mtb UGM inh = blocks M. tuberculosis UGM enzyme | P9WIQ1 | purified UGM, fluorescence polarization probe displacement | inhibition, % at 10 µM | hit rate 0.06% among 320,000; in the data active means inhibition above about 10%, passing the limit was not always enough; inconclusive means no clear call, values can overlap the other calls
Target sequence (P9WIQ1 whole entry, looked up): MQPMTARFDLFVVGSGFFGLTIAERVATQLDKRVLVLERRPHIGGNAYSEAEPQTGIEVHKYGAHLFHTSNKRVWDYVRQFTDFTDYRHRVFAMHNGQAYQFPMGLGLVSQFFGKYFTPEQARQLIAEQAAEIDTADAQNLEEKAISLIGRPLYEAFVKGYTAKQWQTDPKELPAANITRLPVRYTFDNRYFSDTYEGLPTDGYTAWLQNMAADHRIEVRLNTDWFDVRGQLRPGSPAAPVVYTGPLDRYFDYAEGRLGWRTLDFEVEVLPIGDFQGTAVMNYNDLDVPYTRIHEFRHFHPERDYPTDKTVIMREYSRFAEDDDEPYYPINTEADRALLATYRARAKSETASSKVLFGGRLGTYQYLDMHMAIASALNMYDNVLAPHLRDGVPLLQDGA
PrPC TRFRET = reduces human prion protein on the cell surface; inhibition, % at 13.8 µM; cell surface PrPC, TR-FRET read-out; AID 720596; hit rate 0.43% among 370,000; in the data active means inhibition above about 24%; further: 0% = median of the test wells and 100% = reference compound wells
MazF activator = MazEF (E. coli) toxin RNase activation | P0AE70 | FAM/BHQ RNA-DNA oligo cleavage fluorescence, 5 h | activation, % at 20 µM | hit rate 0.32% among 350,000 | AID 504720; in the data active means activation above about 50%
Target sequence (P0AE70 whole entry, looked up): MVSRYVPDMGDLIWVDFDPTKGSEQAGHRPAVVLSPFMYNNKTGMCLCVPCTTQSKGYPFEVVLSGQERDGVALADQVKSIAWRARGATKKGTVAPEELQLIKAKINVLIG
Mtb BioA inh = inhibitors of Mycobacterium tuberculosis BioA enzyme; purified M. tuberculosis BioA enzyme, plate reader; inhibition, % at 9.99 µM; hit rate 0.096% among 360,000; AID 602481; in the data active means inhibition above about 40%; inconclusive means no clear call, values can overlap the other calls
FadD28 FP inh = blocks FadD28 binding to the bisubstrate probe; fluorescence polarization; inhibition, % at 12.5 µM; AID 588549; hit rate 0.22% among 360,000; in the data active means inhibition above about 8.5%, passing the limit was not always enough; inconclusive means no clear call, values can overlap the other calls
FBA Mtb inh = Mtb fructose-bisphosphate aldolase inhibition. P9WQA3. purified M. tuberculosis FBA, fluorescence read-out. inhibition, % at 1 µM. hit rate 2.3% among 360,000. AID 588726; in the data active means inhibition above about 27%;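 further: 0% = vehicle and 100% = reference inhibitor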
Target sequence (P9WQA3 whole entry, looked up): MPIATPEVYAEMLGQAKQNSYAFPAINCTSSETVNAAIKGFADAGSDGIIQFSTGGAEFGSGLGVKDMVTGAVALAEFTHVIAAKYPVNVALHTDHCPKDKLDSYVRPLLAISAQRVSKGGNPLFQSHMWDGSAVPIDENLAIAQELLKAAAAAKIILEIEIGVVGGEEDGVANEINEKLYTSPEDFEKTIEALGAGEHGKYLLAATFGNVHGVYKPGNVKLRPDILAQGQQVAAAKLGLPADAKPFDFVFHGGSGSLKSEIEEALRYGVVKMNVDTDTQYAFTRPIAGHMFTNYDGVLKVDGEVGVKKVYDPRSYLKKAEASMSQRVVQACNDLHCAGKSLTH
BoNT-F LC inh = inhibitors of Botulinum neurotoxin F light chain protease; Multiplex microsphere protease cleavage assay, flow cytometry; inhibition, % at 10 µM; hit rate 0.22% among 360,000; AID 588497; in the data active means inhibition above about 35%, passing the limit was not always enough; inconclusive means no clear call, values can overlap the other calls; further: plate controls were buffer without enzyme for full effect and enzyme alone for no effect
Numbers without * were called inactive; ? = inconclusive; / = not tested or not shown; & = joins results of further samples. This is a random part of the collection; overall some 4.8% were active at least once.

SMILES	Rv3671c inh	GDH-TPI inh	Mtb UGM inh	PrPC TRFRET	MazF activator	Mtb BioA inh	FadD28 FP inh	FBA Mtb inh	BoNT-F LC inh
CCOc1ccc(NC(=O)C(c2ccccn2)N(C(=O)CCl)c2ccc(F)cc2)cc1 (stereo unspecified)	-11	5	-0.4	/	11	/	-1.1	1	-6
CCn1c(SCCC(=O)Nc2ccccc2)nnc1-c1ccc(OC)cc1	5	2	1.1	4	12	/	-1.0	0	-2
Cc1ccc(N2CCN(C(=S)c3ccc(-c4cccc([N+](=O)[O-])c4)o3)CC2)cc1	-1	-2	2.5	-4	9	1.4	-0.3	2	-19
Nc1ccc2nc(SCc3cccc(F)c3)sc2c1	1	3	-0.4	8	-2	3.5	-0.8	5	-5
O=C(COC(=O)c1cccnc1Cl)Nc1cc(S(=O)(=O)N2CCCCC2)ccc1Cl	0	-1	-0.1	3	-1	/	-3.7	-2	-6
OC(CN1CCN(Cc2ccc3c(c2)OCO3)CC1)c1c[nH]c2ccccc12 (stereo unspecified)	/	11	/	-10	0	-2.2	-1.5	6	-22
O=C(NNC(=O)c1ccc([N+](=O)[O-])cc1Cl)c1ccncc1	-4	-2	0.6	-10	-10	/	-1.0	4	12
COc1ccc(CCNC(=O)C2COc3ccccc3O2)cc1OC (stereo unspecified)	/	0	/	3	4	8.9	0.2	1	26
Cc1cc(OC(=O)c2c(F)cc(F)cc2F)nc(C)n1	3	-2	0.0	4	3	/	2.1	-4	4
CCOC(=O)Cn1cnc2c(nnn2-c2ccccc2)c1=O	-7	10	0.1	/	6	0.7	-0.6	-1	1
COc1cc(C(=O)OCC(=O)Nc2ccc(C)cc2)cc(OC)c1OC	-3	2	0.3	6	4	-0.7	0.9	-1	18
COc1ccccc1CNC(=O)[C@H](Cc1c[nH]c2ccccc12)NC(=O)[C@@H]1Cc2ccccc2CN1	-9	-5	-0.2	-1	-13	2.2	-0.6	4	-6
COc1ccc(N2CCN(C(=O)C3CCC(Cn4c(=S)[nH]c5ccccc5c4=O)CC3)CC2)cc1 (stereo unspecified)	-15	2	0.0	2	-4	-1.3	1.0	2	-9
CCOC(=O)C1(C)CCCCCN1C(=O)c1ccc(SC(F)(F)F)cc1 (stereo unspecified)	/	6	/	-1	/	-1.2	-0.6	0	-2
NC1=NC(=O)C(c2ccccc2)C(=O)N1 (stereo unspecified)	/	-1	/	-4	9	-1.1	-2.6	-4	-9
O=c1c2ccsc2ncn1Cc1cccc(C(F)(F)F)c1	-4	6	1.2	3	2	0.8	-0.7	0	-10
O=C(C1CCN(S(=O)(=O)c2ccc(-n3cnnn3)cc2)CC1)N1CCN(c2ccccc2)CC1	-3	-4	0.4	3	-2	0.6	2.2	-3	7
O=c1[nH]c(=S)[nH]c2sccc12	-4	2	-2.1	3	-9	/	-2.7	4	1
COc1ccccc1NC(=O)CSc1nnc(-c2ccccn2)o1	4	9	0.9	-1	3	-4.0	0.8	3	5
Cc1cccnc1CCNC(=O)CCc1nnc(CCc2ccccc2)o1	-1	2	-1.9	-12	10	-0.3	-2.9	1	-5
O=C(Nc1nnc(-c2ccncc2)o1)c1ccc2ccccc2c1	-16	19	-1.1	-5	-2	0.1	-3.3	-1	2
COc1ccc2cc(C(c3nnnn3C3CCCCC3)N3CCCCCC3)c3nnnn3c2c1 (stereo unspecified)	-1	5	-0.3	-1	1	-0.2	-1.7	-1	-18
O=C(NCCNS(=O)(=O)c1ccccc1Cl)c1cc(OCC(F)(F)F)ccc1OCC(F)(F)F	10	4	-2.1	7	-6	-0.5	-4.3	2	-3
O=C(Nc1ccccc1)Nc1ccccn1	-2	12	-0.5	0	-4	-2.2	-0.2	3	-6
Nc1cccc(Oc2cnccn2)c1	-6	3	-3.2	8	6	-0.5	-0.8	-1	12
COc1ccc(OC)c(/C=N/n2c(C)nc3ccccc3c2=O)c1	5	19	3.4	-2	5	-0.2	-3.3	-1	/
CS(=O)(=O)c1ccc(Cl)c(NC(=O)Cc2ccccc2F)c1	-2	-1	1.8	-12	8	-0.2	-3.8	1	1
CC(C)OC(=O)c1nnc(-c2ccccc2)nc1OC(C)C	8	2	1.3	-6	0	0.4	-2.7	2	4
CCOC(=O)/C(=C/C=C1\Sc2cc(C)c(C)cc2N1CC)C(C)=O	/	-2	/	-5	-373	/	2.2	-11	20
O=C(COc1ccc2c3c(c(=O)oc2c1)CCC3)NCCN1CCOCC1	-3	3	0.3	-2	4	1.2	-1.6	10	5
Cc1ccc(NC(=O)c2cccc(S(=O)(=O)N(C)c3ccccc3)c2)cc1S(=O)(=O)N1CCOCC1	-77	-3	-0.5	10	-23	/	-6.0	0	-2
COc1ccc(C(C(=O)NC2CCCC2)N(CCCO)C(=O)Cn2nnc(-c3ccc(C)o3)n2)cc1 (stereo unspecified)	14	12	1.9	5	7	-0.2	0.5	0	0
CNC(=S)NNc1nc(C)cc(C)n1	-10	16	0.5	-5	-4	0.0	-2.3	-4	-7
Cc1cccc(NC(=S)NC(NC(=O)OCc2ccccc2)C(Cl)(Cl)Cl)c1 (stereo unspecified)	-12	18	4.1	4	-2	1.2	1.7	1	-8
COC(=O)Cn1c(=NC(=O)CSCC(=O)Nc2cc(C)on2)sc2cc(C(=O)OC)ccc21	-1	9	-0.6	-10	-2	-1.9	0.9	0	-2
COc1cccc(CN(Cc2ccco2)C(c2ccc(F)cc2)c2nnnn2C(C)(C)C)c1 (stereo unspecified)	-5	-13	2.5	8	-7	-2.2	-3.7	1	-7
Cc1ccccc1N1CC(C(=O)Nc2ccc(S(=O)(=O)N3CCCC3)cc2)CC1=O (stereo unspecified)	7	3	-0.2	1	-1	1.1	-2.4	-3	-14
Cc1cc(Cl)ccc1NNC(=O)CCc1ccccc1	2	4	-0.5	4	-1	/	-2.8	1	?
COc1ccc(NC(=O)CCSc2nnc(C)s2)cc1	2	3	-3.4	-2	-11	0.2	-2.5	0	-1
CCOC(=O)C1=CC[C@@H](c2ccccc2)N(S(=O)(=O)c2ccc(C)cc2)[C@H]1C#N	/	/	/	0	/	-0.9	-4.6	-2	8
Fc1ccccc1Oc1nc(-c2ccncc2)nc2ccccc12	0	8	0.0	-1	0	/	-1.1	-2	?
COc1ccc2oc(-c3ccncc3)cc(=O)c2c1	/	5	/	-6	2	4.3	-2.2	30*	-2
O=C1CC2(CCN(S(=O)(=O)c3ccccc3)CC2)Oc2ccccc21	-1	0	0.6	-2	1	4.3	-1.4	6	2
Nc1c(-c2ccc(F)cc2)cnn1C1CCS(=O)(=O)C1 (stereo unspecified)	-6	4	-1.5	-3	-17	/	0.3	3	2
Cc1ccc(-n2c(CCc3ccccc3)nnc2SCC(=O)NCc2ccccc2)cc1C	-1	3	0.1	-7	3	-0.4	-0.9	0	-4

Next part; it opens with the 7 that closed the last part.
SMILES	Rv3671c inh	GDH-TPI inh	Mtb UGM inh	PrPC TRFRET	MazF activator	Mtb BioA inh	FadD28 FP inh	FBA Mtb inh	BoNT-F LC inh
COc1ccc(NC(=O)CCSc2nnc(C)s2)cc1	2	3	-3.4	-2	-11	0.2	-2.5	0	-1
CCOC(=O)C1=CC[C@@H](c2ccccc2)N(S(=O)(=O)c2ccc(C)cc2)[C@H]1C#N	/	/	/	0	/	-0.9	-4.6	-2	8
Fc1ccccc1Oc1nc(-c2ccncc2)nc2ccccc12	0	8	0.0	-1	0	/	-1.1	-2	?
COc1ccc2oc(-c3ccncc3)cc(=O)c2c1	/	5	/	-6	2	4.3	-2.2	30*	-2
O=C1CC2(CCN(S(=O)(=O)c3ccccc3)CC2)Oc2ccccc21	-1	0	0.6	-2	1	4.3	-1.4	6	2
Nc1c(-c2ccc(F)cc2)cnn1C1CCS(=O)(=O)C1 (stereo unspecified)	-6	4	-1.5	-3	-17	/	0.3	3	2
Cc1ccc(-n2c(CCc3ccccc3)nnc2SCC(=O)NCc2ccccc2)cc1C	-1	3	0.1	-7	3	-0.4	-0.9	0	-4
CC(C)(C)c1cc(C(=O)N/N=C/c2ccc(O)cc2)n(-c2ccccc2)n1	3	28	0.0	2	6	1.4	0.5	1	-10
O=C(Nc1cccc(-c2nnc(-c3ccccc3)o2)c1)c1ccc(Br)o1	-111	0	-0.8	-7	2	1.2	-6.8	-3	-5
Cc1ccc(N(CN2C(=O)C3CC=CCC3C2=O)C(=O)c2ccco2)cc1Cl (stereo unspecified)	4	5	-1.2	-4	-2	-1.3	-3.5	-1	-2
CC(C)NC(=O)N(C)C[C@H]1Oc2c(NC(=O)Nc3ccccc3)cccc2C(=O)N([C@H](C)CO)C[C@@H]1C	1	9	-0.2	-1	-16	-0.2&0.1	0.7	3	-5
CCC1C/C(=C\c2cccnc2)C(=O)/C(=C/c2cccnc2)C1 (stereo unspecified)	/	24	/	3	2	/	-5.8	-3	-1
CC(=O)N1c2ccc(S(=O)(=O)N3CCCC(C(=O)Nc4cccc(F)c4)C3)cc2CC1C (stereo unspecified)	9	11	2.2	51*	8	-1.4	-2.4	5	-2
CC(=O)c1cnn(-c2c(Cl)cc(Cl)cc2Cl)c1C	4	0	-0.7	-1	-1	-1.5	-0.2	4	38*
O=C(Nc1ccon1)c1sc2cc(F)ccc2c1Cl	-12	1	-0.6	-15	12	0.1	-1.4	2	6
O=c1cc(NCc2ccccc2)nc2ccccn12	4	4	-1.3	17	1	/	-4.2	5	3
Cc1ccc(S(=O)(=O)CC2CSc3nc(N)cc(=O)n32)cc1 (stereo unspecified)	-1	-2	3.5	2	3	1.8	-0.6	-1	2
Cc1ccc2c(c1)N(C(=O)CCC(=O)NCc1cccnc1)CCO2	3	-7	-2.3	-4	8	-0.2	-2.4	-4	2
CN(CC(=O)Nc1ccc(Cl)c(C(F)(F)F)c1)C(=O)Cc1ccsc1	-6	3	-0.3	5	1	0.8	-11	-2	-7
CC(C)=CCC[C@](C)(O[C@@H]1O[C@H](CO[C@@H]2OC[C@H](O[C@@H]3OC[C@@H](O)[C@H](O)[C@H]3O)[C@H](O)[C@H]2O)[C@@H](O)[C@H](O)[C@H]1O)C1CC[C@]2(C)C1[C@H](O)CC1[C@@]3(C)CC[C@H](O)C(C)(C)C3[C@@H](O)C[C@]12C (stereo partly specified)	3	-7	0.8	-6	12	-0.3	-2.2	1	1
NC(=O)NC(=O)CSc1nc(C2CCCCC2)n(-c2ccccc2)n1	2	0	-1.7	-3	-1	/	-1.7	0	4
COC(=O)c1sccc1NC(=O)c1c(-c2ccccc2)noc1C	-2	8	-0.7	-2	2	/	-1.3	1	2
CCC1CCCCN1CCCNC(=O)c1ccc2c(c1)N(Cc1ccc(F)cc1)C(=O)c1ccccc1S2=O (stereo unspecified)	2	5	0.1	-10	25	-0.5	-2.7	2	4

Arranged by molar mass (lowest first): some entries from above
SMILES	Rv3671c inh	GDH-TPI inh	Mtb UGM inh	PrPC TRFRET	MazF activator	Mtb BioA inh	FadD28 FP inh	FBA Mtb inh	BoNT-F LC inh
Cc1cc(OC(=O)c2c(F)cc(F)cc2F)nc(C)n1	3	-2	0.0	4	3	/	2.1	-4	4
CCOC(=O)C1=CC[C@@H](c2ccccc2)N(S(=O)(=O)c2ccc(C)cc2)[C@H]1C#N	/	/	/	0	/	-0.9	-4.6	-2	8
COc1cccc(CN(Cc2ccco2)C(c2ccc(F)cc2)c2nnnn2C(C)(C)C)c1 (stereo unspecified)	-5	-13	2.5	8	-7	-2.2	-3.7	1	-7

Two entries from above in a different format:
mol,Rv3671c inh,GDH-TPI inh,Mtb UGM inh,PrPC TRFRET,MazF activator,Mtb BioA inh,FadD28 FP inh,FBA Mtb inh,BoNT-F LC inh
NC(=O)NC(=O)CSc1nc(C2CCCCC2)n(-c2ccccc2)n1,2,0,-1.7,-3,-1,/,-1.7,0,4
COC(=O)c1sccc1NC(=O)c1c(-c2ccccc2)noc1C,-2,8,-0.7,-2,2,/,-1.3,1,2
